# CDK5 inh = inhibitors of human CDK5/p35 kinase; Recombinant CDK5/p35, ADP-Glo luminescence, 60 min; inhibition, % at 10 µM; hit rate 0.01% among 330,000;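 active means highest replicate inhibition of at least 50% and at least 75% of replicates reaching 50%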;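 further: plate controls were DMSO neutral control for no effect and GW8510 at 10 µM for full effect; many of its hits are not listed in these tables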
# PvdQ acylase = blocks Pseudomonas aeruginosa PvdQ acylase activity; AID 488965; hit rate 0.063% among 340,000; purified PvdQ acylase, fluorescence plate reader; inhibition, % at 10 µM; in the data active means inhibition above about 30%, passing the limit was not always enough;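 further: 0% = vehicle neutral wells and 100% = reference inhibitor wells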
# HTR5A ag ctr = HTR5A agonism, opioid heterodimer counter-screen | P47898 | HTR5A agonist assay, luminescence, cell-based | activation, % at 9.3 µM | hit rate 0.61% among 340,000; in the data active means activation mostly above about 9.5%, no sharp cut-off; inactive means mostly below about 7.6%;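 further: 0% = cells with vehicle only and 100% = reference agonist; strong numbers were not always called active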
# Target sequence (P47898 whole entry, looked up): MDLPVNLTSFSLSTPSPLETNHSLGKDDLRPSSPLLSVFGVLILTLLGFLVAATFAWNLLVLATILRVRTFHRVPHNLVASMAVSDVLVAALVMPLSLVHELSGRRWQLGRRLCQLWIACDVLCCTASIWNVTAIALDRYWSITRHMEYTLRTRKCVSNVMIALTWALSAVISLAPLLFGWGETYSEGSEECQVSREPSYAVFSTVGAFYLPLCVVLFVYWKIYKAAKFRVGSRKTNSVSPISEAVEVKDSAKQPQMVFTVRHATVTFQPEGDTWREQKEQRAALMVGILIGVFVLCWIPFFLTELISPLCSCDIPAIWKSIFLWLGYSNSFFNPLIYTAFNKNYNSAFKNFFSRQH
# RTF Ca sens act = increases calcium sensitivity of human cardiac regulated thin filaments. P19429+P45379. IANBD-labeled TnC RTF fluorescence at EC20 calcium; 0% EC20 calcium, 100% full calcium. activation, % at 7.2 µM. hit rate 0.24% among 340,000. AID 493008;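 active means activation above the mean over all tested compounds plus 3 SD, cut at about 30% in these data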;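 further: rise in fluorescence read as greater calcium sensitivity of cardiac thin filaments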
# Rtt109 Vps75 = blocks Candida albicans Rtt109/Vps75 acetyltransferase activity; Q5AAJ8; purified Rtt109/Vps75, ThioGlo CoA-SH fluorescence, 4 h; inhibition, % at 34.9 µM; hit rate 0.16% among 330,000; AID 540336;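 active means inhibition of at least 50% in every replicate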
# dFosB activator = activators of mouse delta FosB homodimer | P13346 | purified delta FosB, TAMRA-CDK5 oligo fluorescence polarization; percent of positive-control signal above neutral wells | activation, % at 25 µM | hit rate 0.99% among 340,000;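 active means mean activation above about 17%, with every replicate also reaching it, limit read from the data, passing the limit was not always enough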;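 further: fluorescence polarization rise as delta FosB binds a TAMRA Cdk5 AP-1 oligo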
# MITF act = increases MITF-driven TRPM1 promoter luciferase signal | SK-MEL-5 TRPM1-promoter luciferase, 24 h; % of positive control, neutral wells = 0 | AID 588334 | activation, % at 12.5 µM | hit rate 0.75% among 300,000;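 active means mean activation of at least 80% with every replicate also reaching 80%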;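 further: 0% = neutral control wells and 100% = parthenolide positive control wells; values of inactives mirror those of a sister screen read the other way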
# SR-BI uptake up = enhances SR-BI lipid uptake from DiI-HDL | CHO ldlA[mSR-BI] cells, DiI-HDL uptake fluorescence, 3 h; 100 = double the neutral-control signal | activation, % at 12.5 µM | hit rate 0.096% among 320,000;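 active means mean replicate activation of at least 60% and every replicate at or above 60%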;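 further: 0% = median plate neutral-control signal and 100% = twice that signal; values of inactives mirror those of a sister screen read the other way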
#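 Test system: SR-BI-overexpressing, LDLR-lacking CHO cells; Also added: labelled HDL, 10 µg/mL; Measured by: bottom-read cell fluorescence after medium removal, ex 550/em 595 nm; Timing: 3 h uptake period with compound, 37 °C; Buffer or medium: F12, 0.5% BSA, 25 mM HEPES; Doses: single compound concentration, delivered by pin transfer.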
# SR-BI DiI inh = mouse SR-BI HDL lipid transfer inhibition; Q61009; ldlA[mSR-BI] CHO cells, DiI-HDL uptake fluorescence, 3 h; inhibition, % at 12.5 µM; hit rate 0.96% among 320,000; AID 488896;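 active means mean replicate inhibition of at least 70% and a set share of replicates each scoring 70 or more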;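 further: 0% = median of neutral control wells and 100% = median of positive control wells; values of inactives mirror those of a sister screen read the other way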
# Target sequence (Q61009 whole entry, looked up): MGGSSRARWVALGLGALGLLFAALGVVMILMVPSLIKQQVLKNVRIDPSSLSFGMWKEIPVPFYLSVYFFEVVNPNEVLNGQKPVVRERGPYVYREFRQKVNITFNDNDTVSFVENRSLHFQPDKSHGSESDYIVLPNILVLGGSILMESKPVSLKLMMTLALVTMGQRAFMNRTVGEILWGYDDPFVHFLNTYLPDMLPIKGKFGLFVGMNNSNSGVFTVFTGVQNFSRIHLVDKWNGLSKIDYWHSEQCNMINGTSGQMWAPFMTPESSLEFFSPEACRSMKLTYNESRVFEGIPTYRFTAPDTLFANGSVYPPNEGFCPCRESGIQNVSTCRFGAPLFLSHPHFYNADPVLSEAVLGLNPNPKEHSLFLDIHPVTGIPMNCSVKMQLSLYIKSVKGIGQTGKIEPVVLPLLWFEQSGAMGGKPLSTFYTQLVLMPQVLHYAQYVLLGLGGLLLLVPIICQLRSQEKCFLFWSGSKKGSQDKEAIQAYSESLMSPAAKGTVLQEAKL
# Wnt act = Wnt/beta-catenin pathway activation; Wnt/beta-catenin reporter cell assay, activator, plate reader; activation, % at 9.35 µM; hit rate 1.2% among 300,000; AID 743398; in the data active means activation above about 30%, passing the limit was not always enough;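 further: 0% = neutral control wells and 100% = positive control wells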
# Starred values were filed as active, the others as inactive; x = no result given.
SMILES,CDK5 inh,PvdQ acylase,HTR5A ag ctr,RTF Ca sens act,Rtt109 Vps75,dFosB activator,MITF act,SR-BI uptake up,SR-BI DiI inh,Wnt act
CCCCc1ccc(S(=O)(=O)Nc2cc(C)on2)cc1,-1.4,-10,4,6,10,-4,3,-4,4,x
O=C(COC(=O)c1ccccc1F)NNC(=O)c1ccccc1,0.7,-11,2,-1,2,3,-7,-1,1,-3
Cc1ccc(OCC(=O)N2C(C)CCCC2C)c([N+](=O)[O-])n1 (stereo not drawn),1.6,-10,2,-3,-9,5,1,12,-12,2
C/C=C\C=C/C(=O)Nc1cccc(C2=NOC3(C2)C[C@@H](C(N)=O)N(C(=O)COc2ccc(Cl)cc2)C3)c1 (stereo partly drawn),2.3,-1,1,0,2,-3,1,-35,35,-6
O=C(C1COc2ccccc2O1)N1CCN(c2nc3ccccc3s2)CC1 (stereo not drawn),-0.3,-14,0,-1,7,-9,3,24,-24,1
CCOc1ccc(-c2c(=O)n(OCc3ccccc3Br)c3ccccc3[n+]2[O-])c(OCC)c1,-10,-5,-4,-2,6,-11,x,-52,52,-1
O=C(CN(CCO)c1ccccc1)Nc1cccc(S(=O)(=O)N2CCCC2)c1,-2.1,5,-1,-4,2,-5,-1,-2,2,0
COc1cc(C)c2occ(/C(C)=N\O)c2c1,2.0,-14,-5,-2,14,2,x,25,-25,x
CC(C)C1Oc2ccccc2N(CC(=O)NC2CCCCC2)C1=O (stereo not drawn),3.4,-8,3,4,-3,-11,2,21,-21,-1
Cc1nc(NC(=S)NC(=O)c2ccccc2)sc1C,1.1,-11,-1,0,-4,1,57,-6,6,1
COc1ccccc1/C=C/C(=O)Nc1cccc(C(C)=O)c1,-4.1,-25,-2,10,1,-22,31,-76,76*,8
Cc1cc2c(c(N)n1)c(=O)oc1ccccc12,0.3,9,7,-6,0,-5,3,11,-11,-1
C[C@H](CO)N1C[C@H](C)[C@@H](CN(C)C(=O)Nc2ccc(C(F)(F)F)cc2)Oc2c(NC(=O)Nc3ccc4c(c3)OCO4)cccc2C1=O,-2.4,2,2,2,4,-3,-12,-27,27,-4
Cc1ccccc1SCC(=O)Nc1cc(C(F)(F)F)ccc1N1CCOCC1,-0.1,0,6,4,4,-9,4,6,-6,x
COc1ccc(CNc2ccc3c(c2)ncn3C)cc1OC,-1.8,-11,7,1,2,-6,7,-10,10,1
Cc1cc(/C=C(\C#N)C(=O)NCCc2c[nH]c3ccccc23)c(C)n1C,0.0,6,66*,-6,x,-5,7,-24,24,-1
CC(C)Oc1ccc(C(=O)N2CCCC2C(=O)O)cc1 (stereo not drawn),0.0,-12,5,2,-3,-7,3,-9,9,x
CCOC(=O)C1CCN(Cc2cnc(Oc3ccc(Cl)cc3C)s2)CC1,0.0,-8,-1,3,-1,-9,x,23,-23,x
O=C(Nc1nc(=S)ss1)c1ccc(Cl)cc1Cl,-2.7,9,-3,0,-5,1,x,46,-46,1
COc1ccccc1C(=O)N/N=C/c1c[nH]c2ccccc12,1.7,-6,-1,-3,x,-3,-17,3,-3,7
Cc1nn(CCC(=O)N2CCN(S(=O)(=O)c3ccccc3)CC2)c(C)c1C,-0.6,-14,5,1,-11,-3,-2,x,x,1
COCCNC(=S)N(CCCO)Cc1cc2cc3c(cc2[nH]c1=O)OCCO3,0.2,5,-2,0,8,2,x,7,-7,1
O=C(Nc1ccc2c(c1)OCCO2)C1CCC1,-0.6,-8,-4,-4,5,5,34,18,-18,x
O=C(COC(=O)CCS(=O)(=O)c1ccccc1)NC(=O)c1ccc(OC(F)F)cc1,-0.4,-15,-4,1,-6,4,-12,27,-27,-4
CCOc1cc(/C=C2/N=C(C)C(C(=O)OC)=C2O)ccc1O,-3.0,-17,-3,4,15,5,4,0,0,0
CCC(C)NC(=O)CN(C1CCCCC1)S(=O)(=O)c1ccc(F)cc1 (stereo not drawn),-1.7,1,0,-2,2,-4,-1,22,-22,5
CC1Cc2ccccc2C(=O)N1 (stereo not drawn),-0.1,-21,5,1,-1,-4,-3,13,-13,x
Cc1nnc(Nc2ccc(C(=O)N3CCOCC3)cc2)c2ccccc12,0.8,11,-2,-6,11,4,11,2,-2,x
CC(=O)Cc1nsc(Nc2ccc3c(c2)OCCO3)n1,0.4,14,-3,1,4,-3,58,31,-31,x
Nc1cc(OC(=O)c2c(F)cccc2Cl)nn1S(=O)(=O)c1ccccc1,2.9,4,-3,-1,7,1,-3,4,-4,-1
CCOC(=O)c1cccc(NC(=O)c2cc3sccc3n2C)c1,0.9,6,2,-6,16,-4,24,-60,60,x
O=C(/C=C/c1cccnc1)c1ccc(NC(=O)c2cccc(Br)c2)cc1,0.4,1,3,-5,6,46*,7,-31,31,x
O=C(NNC(=O)c1cccs1)c1ccc(Cl)nc1,-0.4,1,3,9,10,-5,6,10,-10,9
N#Cc1ccc(-c2ccc(C3Nc4ccccc4C(=O)N3O)o2)cc1 (stereo not drawn),-1.0,-11,1,10,-8,-10,11,-16,16,8
O=C(Nc1ccc(Cl)cc1)C1CCCN(C2=NS(=O)(=O)c3ccccc32)C1 (stereo not drawn),0.2,-10,5,2,3,-10,-3,-3,3,-6
COc1cc(C(=O)NCc2nnc(SCC(=O)Nc3nc4ccc(C)cc4s3)o2)cc(OC)c1OC,0.6,4,4,10,0,-6,5,-9,9,x
COC(=O)c1cc(NC(=O)CN(c2ccc3c(c2)OCO3)S(C)(=O)=O)ccc1Cl,2.4,-16,3,5,14,-6,-5,-13,13,0
C#CCOCCOCCOCCNc1nc(N2CCN(C(=O)[C@H](CCCCN)n3cc(CCCC)nn3)CC2)nc(N2CCN(C(=O)[C@H](Cc3ccc(O)cc3)n3cc(CCO)nn3)CC2)n1,3.5,8,8,-3,25,14,0,17,-17,x
COc1ccccc1C(=O)Nc1ccc(C(=O)c2ccccc2)cc1,0.1,11,-5,0,-6,-4,20,-6,6,8
COc1ccc(-c2nn(-c3ccccc3)cc2/C=C/C(=O)NCCCn2ccnc2)cc1OC,-0.3,3,-4,1,13,12,-1,-35,35,0
C#CCN(Cc1ccco1)C(=O)c1cc(COc2ccc(F)cc2Cl)on1,1.6,-10,1,6,4,-12,4,4,-4,x
CCc1c(C)nc(SCC(=O)c2cccs2)c(C#N)c1C,-1.4,0,7,-23,4,-17,40,-7,7,x
CCOC(=O)Cc1csc(NC(=O)CSc2nnc(C3CC3)n2C)n1,-0.6,-24,0,14,-4,-2,-5,31,-31,0
Cc1sc2nc(CSc3ccccc3)nc(N3CCC(C(N)=O)CC3)c2c1C,2.9,-15,0,2,-9,-10,7,-2,2,0
C=CCCC(=O)N(C)CCO,-0.6,5,1,0,-5,1,5,20,-20,-1
C=CCn1c(=O)c2ccccc2n2c(SCC(=O)NCCc3ccccc3)nnc12,1.3,-14,-1,1,-6,-3,-1,-24,24,x
CC(=O)Nc1ccc(S(=O)(=O)Nc2cccc(NC(=O)c3ccco3)c2)cc1,-3.5,-10,2,0,-7,-8,-8,8,-8,-1
COc1cc(C(=O)NN2C(=O)NC3(CCC(C)CC3)C2=O)ccc1OC(F)F (stereo not drawn),-0.2,-16,2,-2,0,7,-10,-36,36,-2
CC12CCC(C(=O)NCc3ccc4c(c3)OCO4)(CC1=O)C2(C)C (stereo not drawn),2.0,8,-1,1,15,-1,4,34,-11,0
COCCn1c(SCC(=O)Nc2cc(C)on2)nnc1-c1ccco1,-0.4,-13,2,3,-8,-5,-4,6,-6,x
COC(=O)Cc1cc(=O)n2[nH]cnc2n1,1.0,-2,1,-3,0,0,1,18,-18,x
CN(C(=O)c1cccc(NC(=O)Cc2cccc([N+](=O)[O-])c2)c1)C1CCCCC1,1.2,0,1,0,7,-3,0,-27,27,-1
CCOc1cc(C(=O)OC(C)C(=O)Nc2ccc(S(N)(=O)=O)cc2)ccc1OCC(=O)N1CCOCC1 (stereo not drawn),0.4,-4,4,0,-9,-12,-7,37,-37,-3
O=C1CC(SCc2nc3ccccc3[nH]2)C(=O)N1c1cccc(F)c1 (stereo not drawn),-1.0,-10,2,-3,-23,-6,-14,-14,14,5
COc1ccc(C)cc1NS(=O)(=O)c1ccc2c(c1)oc(=O)n2C,0.3,-2,-1,-1,1,-4,-5,15,-15,1
C=CCn1c(Oc2cc(C)ccc2C)nc2c1c(=O)n(C)c(=O)n2C,-0.8,-9,2,3,9,0,0,-17,17,0
Cc1nc2ccccc2c(=O)n1/N=C/c1ccc(O)c(O)c1O,2.3,-2,-1,-1,0,-14,13,0,0,-1
COC(=O)C(OC(=O)c1ccc(OC)cc1)C(=O)OC,0.7,4,3,-5,4,-5,x,20,-20,x
O=C1c2ccccc2NC(c2ccc(-c3cccc(Cl)c3)o2)N1O (stereo not drawn),0.8,-17,7,-1,-4,-11,0,-7,7,23
Cc1ccc(S(=O)(=O)N2CCCCC2)cc1NC(=O)Cn1ncc(Cl)c(Cl)c1=O,0.6,-11,0,6,2,-17,-101,14,-14,-27

# Next part
SMILES,CDK5 inh,PvdQ acylase,HTR5A ag ctr,RTF Ca sens act,Rtt109 Vps75,dFosB activator,MITF act,SR-BI uptake up,SR-BI DiI inh,Wnt act
O=Cc1c[nH]c2ncccc12,1.1,-9,-2,-3,-4,-2,-3,9,-9,0
CN(c1ccc(OCC(=O)O)cc1)S(=O)(=O)c1ccc2ccccc2c1,1.8,-10,-2,2,3,2,-7,3,-3,1
COc1ccccc1NS(=O)(=O)c1cccc(C(=O)N2CCN(Cc3ccc4c(c3)OCO4)CC2)c1,-2.7,-1,-3,-4,3,-8,-18,-68,68,2
S=C(NCCc1ccccc1)NCc1ccccc1Cl,-0.3,-7,-1,2,5,3,26,-11,11,2
Cc1ccccc1OCc1nnc(SCc2cc(=O)[nH]c3ccccc23)o1,0.8,10,-2,2,9,-1,0,12,-12,x
C=CC[C@@H](CC(=O)N(CCO)Cc1ccccc1)C(=O)N[C@H](C)COC(=O)[C@@H](CC=C)Cc1ccc(F)cc1,1.4,-9,4,-6,2,-3,-13,-10,10,0
Cc1ccc(C(NC(N)=O)c2ccccc2)cc1 (stereo not drawn),0.0,9,-3,3,-2,-2,3,0,0,-7
CSc1ccccc1NC(=O)CN1CCCCC1,1.8,-3,-1,-4,4,-2,6,1,-1,-1

# Rows are unselected; overall some 4.4% were active at least once.
